# PLK1 PBD block: PLK1 (human) polo-box domain binding inhibition; P53350; Plk1 PBD binding of FITC phosphopeptide, fluorescence polarization; Potency, µM, for inactives: max response, negative = inhibition, usual class: inhibitors; 2.8% of 360,000 active; also: potency is read from the fitted curve at half-maximal effect; series mostly up to about 57 µM; % is scaled to controls: 0 for no effect and ±100 for the full control effect; nearly all actives have a fitted effect of over 65% in size
# WRN inhibitor: blocks human WRN helicase | WRN helicase unwinding, fluorescent forked duplex, kinetic | Potency, µM (top dose mostly 114 µM), for inactives: at the top dose activity change, negative = inhibition, usual class: inhibitors | 0.46% of 360,000 active; also: potency is read from the fitted curve at half-maximal effect; % is scaled to controls: 0 for no effect and ±100 for the full control effect; nearly all actives have a fitted effect of over 55% in size
#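 WRN at 20 nM final preincubated with compound 15 min at room temperature; reaction started with 100 nM fluorophore/quencher forked duplex oligonucleotide and 2 mM ATP final. Unwinding followed kinetically by red fluorescence (ex 525, em 598 nm).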
# PI5P4K alpha inh: PI5P4K alpha (human) kinase inhibition; 1.2% of 330,000 active; max response, %; AID 652105; P48426; PI5P4Kalpha enzyme, ADP-Glo luminescence, 60 min; active compounds read low; active = max response of -50% or lower; inconclusive = between -30% and -50%; inactive = -30% or higher; also: value at the top dose of about 77 µM; % is scaled to controls: 0 for no effect and ±100 for the full control effect
#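 Luminescence from ADP-Glo served as readout of PI5P4Kalpha activity in a qHTS format. Reaction: enzyme, substrate, compound, ATP at 5 microM final, 60 min at RT.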
# IL2 activator: activates IL-2 in a cell-based reporter assay; IL-2 activation reporter assay, cell-based qHTS; stimulated with anti-CD3/CD4/CD28 beads; in transgenic mouse T cells; AID 652025; activation, % (series mostly up to about 46 µM); 0.065% of 360,000 active; in the data active = activation above about 50%; inconclusive = mostly about 30% to 49%; also: 0% is about no effect
#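 Unstimulated transgenic mouse T cells, 750 per well, received compound and, after 60 minutes, anti-CD3/anti-CD4 bead plus anti-CD28 stimulation. EGFP and DsRed were quantified after 18 hours.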
# aSyn rescue: inhibitors of alpha-synuclein toxicity in yeast | Potency, µM (doses to about 46.1 µM), for inactives: at the highest dose growth rescue (activation), usual class: activators | 0.14% of 370,000 active | Yeast expressing alpha-synuclein, growth rescue, BacTiter-Glo, 24 h | AID 652106; also: potency is read from the fitted curve at half-maximal effect; % of control where 0% means no effect; nearly all actives have a fitted effect of over 65% in size
#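 Screening used galactose-induced yeast with toxic alpha-synuclein levels, exposed to compound for 24 hr at 30 deg C. Cell growth, read with BacTiter-Glo luminescence, gave the measured signal.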
# FUS yeast rescue: rescues growth of FUS-expressing yeast. S. cerevisiae FUS-expressing, growth rescue, OD600, 24 h. Potency, µM (highest dose often 76.6 µM), for the others: top-dose growth rescue (activation), actives largely listed as activators. 0.24% of 390,000 active;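 also: potency is read from the fitted curve at half-maximal effect; plate controls were DMSO vehicle for no effect and reference control for full effect; nearly all actives have a fitted effect of over 55% in size; some results filed as inactive show a strong effect at the top dose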
#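 Read-out: OD at 600 nm after 24hr at 30C, reporting rescue of FUS-induced yeast toxicity. Cells at OD 0.005 in galactose (2%) minimal medium; compounds tested in a dilution series; CP55940 titration from 92uM final as control.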
# EPAC1 antag: antagonists of human EPAC1. Potency, µM (doses to about 115 µM), for the others: at the highest dose activity change, negative = inhibition, actives largely listed as inhibitors. EPAC1 GEF assay, Rap1b-BODIPY-GDP exchange fluorescence. O95398. 0.14% of 360,000 active;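 also: potency is read from the fitted curve at half-maximal effect; plate controls were vehicle for no effect and positive control for full effect; nearly all actives have a fitted effect of over 50% in size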
# Target sequence (O95398 whole entry, looked up): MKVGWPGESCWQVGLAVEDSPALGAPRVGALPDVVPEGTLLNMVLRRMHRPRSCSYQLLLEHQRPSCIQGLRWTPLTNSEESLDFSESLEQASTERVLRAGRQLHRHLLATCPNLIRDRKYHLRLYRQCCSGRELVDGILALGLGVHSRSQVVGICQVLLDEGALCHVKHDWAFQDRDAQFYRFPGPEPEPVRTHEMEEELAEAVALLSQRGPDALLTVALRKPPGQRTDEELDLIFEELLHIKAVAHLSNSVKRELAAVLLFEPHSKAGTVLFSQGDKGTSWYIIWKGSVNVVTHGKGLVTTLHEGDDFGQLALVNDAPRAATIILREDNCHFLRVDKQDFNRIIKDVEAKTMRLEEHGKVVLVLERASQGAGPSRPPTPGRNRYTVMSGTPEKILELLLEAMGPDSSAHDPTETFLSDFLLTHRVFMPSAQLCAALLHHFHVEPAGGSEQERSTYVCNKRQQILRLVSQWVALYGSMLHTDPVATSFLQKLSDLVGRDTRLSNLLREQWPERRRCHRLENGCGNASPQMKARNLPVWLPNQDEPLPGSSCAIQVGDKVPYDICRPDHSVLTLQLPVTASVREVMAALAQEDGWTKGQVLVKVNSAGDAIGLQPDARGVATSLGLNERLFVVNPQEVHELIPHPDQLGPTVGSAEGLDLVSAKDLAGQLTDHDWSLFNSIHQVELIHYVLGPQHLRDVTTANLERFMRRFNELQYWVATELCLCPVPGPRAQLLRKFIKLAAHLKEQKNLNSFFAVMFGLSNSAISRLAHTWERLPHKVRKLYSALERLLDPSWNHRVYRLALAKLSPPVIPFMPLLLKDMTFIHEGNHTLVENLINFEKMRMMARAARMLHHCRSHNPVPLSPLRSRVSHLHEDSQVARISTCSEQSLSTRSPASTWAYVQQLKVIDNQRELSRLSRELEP
# EPAC1 ag: activates human EPAC1 exchange factor. O95398. EPAC1 agonist qHTS, biochemical assay; response scale: 100% = response to 6.5 mM cAMP. Potency, µM (series often up to 154 µM), for the others: top-dose activation, most hits filed as activators. 0.073% of 360,000 active. AID 720707; also: potency is read from the fitted curve at half-maximal effect; nearly all actives have a fitted effect of over 60% in size
#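 Nucleotide exchange by EPAC1 (100 nM) on Rap1B–BODIPY-GDP (250 nM) in the presence of 50 uM GDP is tracked fluorescently at 480/540 nm over 30 min. Signals are normalized to a 6.5 mM cAMP control.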
# Abeta yeast res: restores growth of yeast expressing A-beta42 peptide; yeast expressing A-beta42, growth rescue, OD600, 48 h; response scale: 0% DMSO, 100% iron-clioquinol control; Potency, µM (doses to about 46.1 µM), for the others: top-dose growth rescue, actives largely listed as activators; 0.063% of 410,000 active; AID 1347071; also: potency is read from the fitted curve at half-maximal effect; nearly all actives have a fitted effect of over 55% in size
#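 Yeast growth medium received pinned compounds, then yeast cells expressing toxic A-beta were added; plates incubated at 30 C for 48 hr. Growth read as absorbance at 600 nm, normalized to DMSO and equimolar FeCl3 plus clioquinol controls.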
# * hit, by the source's call; ? = inconclusive; nt = not tested or not shown; & = joins results of further samples; [ ] = remark or other dose. Unless noted, calls follow the shape of the dose curve; as a rule, active = well fitted curve in the direction sought with a large enough effect; inconclusive = small, poorly fitted or top-dose-only effect, or another doubt; inactive = no such curve, though single readings can be large; an effect the other way counts as inactive or inconclusive.
SMILES	aSyn rescue	IL2 activator	PLK1 PBD block	WRN inhibitor	Abeta yeast res	FUS yeast rescue	EPAC1 ag	EPAC1 antag	PI5P4K alpha inh
Cc1ccccc1OCc1n(CC(=O)OC2CC(C)CCC2C(C)C)c2ccccc2[n+]1C (stereo not given)	-28%&-31%	-0.8&-5.1	-17%&-14%	-8%&-7%	-34%&-71%[inhibitor]	48%&22%	-2%&-7%	?	4&0
O=C(Nc1ncccc1O)c1cccc(S(=O)(=O)N2CCCc3ccccc32)c1	-33%[inhibitor]	-3.2	-1%	-9%	-25%	17%	2%	-1%	-10
COc1nc(N)c(S(=O)(=O)c2ccc(C)cc2)cc1C#N	10%	1.1	9%	-6%	15%	28%	1%	3%	nt
CCN1CCN(CCC(=O)Nc2cc(OC)cc(OC)c2)CC1	-8%	-0.7	-18%	1%	9%	8%	8%	-24%	-5
CCCn1c(-c2cccs2)nc2nc3ccccc3nc21	-7%	-2.7	-2%	2%	-23%	24%	-6%	1%	3
Cc1ccc(NC2=Nc3ccccc3N3C2=Nc2c(c(C)nn2-c2ccccc2)C3c2ccc(O)c(O)c2)cc1 (stereo not given)	13%	-0.4	-8%	-18%	?	?	2%	12%	-75*
Cc1c(NC(=O)CSC2=C(C#N)C(c3ccccc3F)CC(=O)N2)c(=O)n(-c2ccccc2)n1C (stereo not given)	5%	0.2	0%	2%	-1%	8%	-3%	-2%	1
CSc1nnc(C)c(=O)n1COC(=O)c1ccccc1	8%	-0.4	-2%	-4%	-19%	13%	4%	3%	4
Cc1ccc(CS/C(Nc2ccccc2C)=C(\C#N)C(=O)NCc2ccco2)c(C)c1	11%	-1.3	-2%	-7%	10%	17%	16%	-3%	nt
O=C(O)c1ccccc1C(=O)NC1CCN(c2nccc(C(F)(F)F)n2)CC1	2%	-0.3	1%	-6%[57.1 µM]	-10%	-46%	11%	8%	6
COc1cc(/C(C)=N\NC(=O)CSc2nc3ccccc3n2C)ccc1O	-10%	1.8	0%	0%	-17%	17%	9%	-1%	?
Cc1ccc2c(c1)nnn2C1CCN(CC(=O)c2ccc(Cl)cc2)CC1	0%	0.8	-17%	-2%	2%	35%	13%	-4%	-4

# The results go on.
SMILES	aSyn rescue	IL2 activator	PLK1 PBD block	WRN inhibitor	Abeta yeast res	FUS yeast rescue	EPAC1 ag	EPAC1 antag	PI5P4K alpha inh
O=C(C[n+]1ccc(-c2ccccc2)cc1)Nc1ccc([N+](=O)[O-])cc1	1%	1.7	-2%	6%	-9%	3%	-4%	6%	2
CCOc1ccc(C2C(C(=O)c3ccco3)=C(O)C(=O)N2Cc2cccnc2)cc1OC (stereo not given)	1%	2.8	3%	-3%	0%	5%	-5%	-7%	8
O=C(NNC(=O)c1cc2cc(OC(F)(F)F)ccc2[nH]1)c1ccc(Cl)cc1	-3%	2.1	-4%	-1%	2%	7%	-4%	9%	6
O=C(C[C@H]1C(=O)N(c2ccc(Br)cc2)C[C@@H]1Cc1ccccc1)Nc1ccccc1	0%	-1.8	-2%	-4%	-5%	30%	-5%	2%	4
O=C(CCCN1C(=O)c2ccccc2C1=O)Nc1nncs1	13%	-0.2	-2%	-6%	0%	-22%	0%	-5%	9
COC(=O)C1=C(NC(=O)c2ccccc2C)CCS1	-3%	-0.6	-11%	3%	-11%	-24%	13%	-27%	0
O=C(COC(=O)[C@@H]1CCCN1S(=O)(=O)c1ccc(Cl)cc1)NC1CC1	3%	-2.2	-2%	-20%	0%	15%	-5%	8%	-4
Cc1ccc(NC(=O)CSc2nnc3ccc(-c4ccncc4)nn23)cc1	-1%	1.3	-10%	6%	-17%	14%	6%	19%	15
CCOc1ccccc1N1CCN(C(=S)Nc2ccc(S(=O)(=O)Nc3ncccn3)cc2)CC1	-2%	3.7	-13%	-17%	-4%	18%	-10%	-25%	-8
Cc1cc(NS(=O)(=O)c2ccc(NC(=S)NC(=O)c3ccc(Cl)cc3Cl)cc2)no1	-19%	-2.7	-21%	-18%	2%	14%	-1%	0%	3
Cc1cc(C)n(-c2ccc(NC(=O)C3CCCCN3C(=O)c3ccoc3C)cc2)n1 (stereo not given)	-1%	-0.5	-9%	-3%	-6%	0%	11%	-20%	3
CCn1c(SCC(=O)c2[nH]c(C)c(C(C)=O)c2C)nnc1-c1ccncc1	-4%	-1.9	0%	-6%[57.1 µM]	-4%	7%	0%	1%	nt

# Going on with the list.
SMILES	aSyn rescue	IL2 activator	PLK1 PBD block	WRN inhibitor	Abeta yeast res	FUS yeast rescue	EPAC1 ag	EPAC1 antag	PI5P4K alpha inh
COc1ccc(NC(=S)NC(NC(=O)/C=C/c2ccccc2)C(Cl)(Cl)Cl)cc1 (stereo not given)	-2%	1.1	-14%	0%	0%	-19%	3%	1%	3
O=S1(=O)CCOC[C@H](c2ccccc2)N1Cc1cccc(Cl)c1	2%	-2.2	-6%	-5%	-5%	20%	3%	-7%	13
O=c1cc[nH]c2c1ccc1c(=O)cc[nH]c12	3%	1.2	-1%	-4%[11.6 µM]	-8%	-4%	-7%	-26%	?
COC(Cn1cc(C)c(=O)[nH]c1=O)OC	1%	1.4	-1%	3%	2%	-20%	-3%	-8%	1
Cc1oc2ccc(OC(=O)N3CCOCC3)cc2c1C(=O)OC(C)C	-6%	-1.5	-7%	1%	-21%	?	5%	-20%	nt
O=C(O)C1=CCNCC1	3%&0%	-0.6	-5%	-6%	-10%	-36%	-1%	-2%	1
COc1ccc(C(=O)NC2CCN(CC(=O)NCc3cccc(OC)c3)CC2)cc1	-4%	0.6	-24%	10%	-1%	6%	16%	8%	-4
O=C(c1ccc([N+](=O)[O-])cc1)N1CCCC1	-1%	-2.0	0%	4%	-16%	-6%	7%	20%	3
CN(Cc1ccccc1)C(=O)Cc1ccccc1	0%	0.1	-12%	2%	-1%	-23%	-5%	-11%	-2
COc1cccc(C(=O)Nc2ccc(N3CCN(S(C)(=O)=O)CC3)cc2)c1	5%	-0.8	-5%	0%	-6%	-13%	1%	-12%	nt
O=c1cc(-c2ccc(O)c(O)c2)oc2cc(O)c(C3OC(CO)C(O)C(O)C3O)c(O)c12 (stereo not given)	0%	-0.7	-7%	?	-22%	7%	-20%	-11%	-6
COc1ccc(Cc2c(C(C)(C)C)nc3cc(C)c(Br)c(C)n23)c(C)c1	-1%	1.9	6%	-5%	9%	5%	-3%	-2%	24

# Other compounds follow.
SMILES	aSyn rescue	IL2 activator	PLK1 PBD block	WRN inhibitor	Abeta yeast res	FUS yeast rescue	EPAC1 ag	EPAC1 antag	PI5P4K alpha inh
Cc1ccc(-c2nnc(CSc3nnc(COc4cccc5ccccc45)n3-c3ccccc3)o2)cc1	1%	-2.4	-6%	-8%	12%	nt	8%	-5%	9
Cc1sc(-c2ccncc2)nc1OC(=O)c1ccc(F)cc1F	3%	-0.5	-9%	2%	-18%	6%	6%	-20%	-1
O=C1NC2(CCOc3ccccc32)C(=O)N1CC(=O)N(Cc1ccccc1)C1CCS(=O)(=O)C1 (stereo not given)	3%	-0.8	-1%	1%	-1%	1%	1%	-18%	4
COc1ccc(/C=N/NC(=O)c2cc[n+]([O-])cc2)cc1	-2%	-0.8	-1%	-10%[57.1 µM]	13%	-1%	0%	-5%	-3
CCC(=O)c1ccc(OCC(O)CN2C(=O)NC(C)(C)C2=O)cc1 (stereo not given)	0%	3.6	-10%	-6%	-9%	-22%	16%	-6%	-3
COC(=O)c1cc(S(=O)(=O)N(C)C2CCCCC2)cn1C	-4%	-0.3	-4%	8%	-10%	-17%	-13%	4%	-7
O=C1c2c(Cl)c(Cl)c(Cl)c(Cl)c2C(=O)N1c1nccs1	0%	-2.6	-12%	-23%	-11%	nt	3%	3%	0
Cn1ncc(Cl)c1C(=O)NC1C2CC3CC(C2)CC1C3 (stereo not given)	8%	-0.4	-1%	-1%	-3%	7%	5%	0%	0
COc1cccc(C(c2c(N)n(C)c(=O)n(C)c2=O)C(C)[N+](=O)[O-])c1 (stereo not given)	10%	-0.6	3%	-1%	3%	4%	-6%	-5%	1
O=C(CSCc1ccccc1)N1CCN(c2cccc(C(F)(F)F)c2)CC1	?	1.8	-6%	-12%	-12%	24%	-3%	-7%	1
O=C(c1csc2ccccc12)N1CCCCCC1	16%	0.9	-4%	5%	17%	18%	-5%	14%	nt
Cc1ccccc1CNC(=O)Cn1ccc2cc(S(=O)(=O)N3CCCCCC3)ccc21	0%	-1.3	-5%	1%	16%	10%	-4%	4%	8

# Next section:
SMILES	aSyn rescue	IL2 activator	PLK1 PBD block	WRN inhibitor	Abeta yeast res	FUS yeast rescue	EPAC1 ag	EPAC1 antag	PI5P4K alpha inh
COc1cc2c(cc1OC)C1(C)N(CC2)C(C(C)=O)=NN1c1ccc(Cl)cc1 (stereo not given)	4%	-0.5	-1%	-11%	17%	38%	15%	-21%	10
COc1ccccc1NC(=O)C1=C(C)NC2=C(C(=O)CC(c3ccc(OC)c(OC)c3)C2)C1c1coc2ccccc2c1=O (stereo not given)	5%	-0.8	2%	-3%	-11%	nt	5%	-2%	10
COc1cc(/C=C/C(=O)O)cc(S(=O)(=O)NCC2CCCO2)c1OC (stereo not given)	6%	-2.0	-7%	-6%	-17%	13%	-2%	-15%	-1
CCN(CC)CCN(C(=O)c1ccc(S(=O)(=O)N2CCCCC2)cc1)c1nc2cc3c(cc2s1)OCO3	7%	-1.2	2%	-6%	-5%	-1%	8%	-4%	0
CC(=O)c1nn(-c2cccc(Cl)c2)cc1C(=O)c1ccco1	4%	0.5	-2%	-12%	11%	-8%	-3%	-6%	0
CCOC(=O)CNC(=O)CSc1nnc(-c2ccccc2OC)n1CC	1%	-0.2	-11%	-27%	15%	-2%	6%	-19%	5
Cc1ccccc1CN(c1ccc(C(=O)N2CCN(C)CC2)cc1)S(C)(=O)=O	1%	-2.3	-12%	-3%	-9%	2%	11%	5%	-6
Cn1cccc1Cc1nnc(SCC(=O)NCc2ccco2)n1-c1ccc(F)cc1	4%	2.1	-2%	-10%	-6%	27%	6%	0%	nt
Cn1c2c(c(=O)n(C)c1=O)C(NS(=O)(=O)c1ccccc1)(C(F)(F)F)C(=O)N2 (stereo not given)	0%	1.8	-3%	-9%	7%	29%	2%	-1%	1
